Screening data as filed in PubChem.
TrxR1 substrate: qHTS Assay for Substrates of Mammalian Selenoprotein Thioredoxin Reductase 1 (TrxR1): qHTS; Thioredoxin reductase 1, cytoplasmic (Rattus norvegicus), O89049; purified TrxR1 substrate turnover, NADPH consumption readout; Potency, µM (titrated, usually from 114 µM), without a hit: at the top dose activity change, negative = substrate turnover; actives 0.01% (n = 390,000); AID 588456, 2011; further: potency means the concentration at half of the fitted maximal effect; on the % scale 0 is the no-effect control and ±100 the full control effect; nearly all actives have a fitted effect of over 50% in size
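Rat TrxR1, dispensed at 90 nM, was prereduced with 400 uM NADPH (final) for 5 min at ~22 deg C, then incubated with compound 15 min before 400 uM selenite. A first-read NADPH fluorescence drop versus no-compound background flagged substrates.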
PGK inhibitor: qHTS Assay to Find Inhibitors of Phosphoglycerate Kinase; actives 0.043% (n = 380,000); Potency, µM (highest dose often 57.5 µM), for inactives: top-dose activity change, negative = inhibition, usual class: inhibitors; AID 602233, 2012; PGK/GAPDH coupled, Kinase-Glo luminescence, 60 min; further: potency means the concentration at half of the fitted maximal effect; on the % scale 0 is the no-effect control and ±100 the full control effect; nearly all actives have a fitted effect of over 60% in size
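Luminescent ATP detection (Kinase-Glo Plus) follows a 60-minute room-temperature incubation, with wells lacking PGK as controls. Buffer: 100 mM TEA (pH 7.6), 5 mM MgCl2, 0.01% Tween-20. Coupling enzyme GAPDH (100 nM final) supplies unstable 1,3-BPG in-well.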
mIDH1 inhibitor: qHTS for Inhibitors of mutant isocitrate dehydrogenase 1 (IDH1): qHTS; Isocitrate dehydrogenase [NADP] cytoplasmic (Homo sapiens), O75874; IDH1-R132H enzyme, NADPH consumption, diaphorase/resazurin fluorescence; Potency, µM (series often up to 76.6 µM), for inactives: at the highest dose activity change, negative = inhibition, hits mostly inhibitors; actives 0.093% (n = 390,000); further: potency means the concentration at half of the fitted maximal effect; on the % scale 0 is the no-effect control and ±100 the full control effect; nearly all actives have a fitted effect of over 65% in size
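IDH1-R132H (0.5 ug/mL) preincubated 30 min with compound, then NADPH (0.016 mM) and alpha-KG (2 mM) added; 80 min at RT, pH 7.5. Remaining NADPH coupled via diaphorase/resazurin to fluorescence (540/590 nm); concentration-response curves normalized to no-enzyme control.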
GLS inhibitor: qHTS for Inhibitors of Glutaminase (GLS). Glutaminase kidney isoform, mitochondrial (Homo sapiens), O94925. GLS enzymatic activity, qHTS titration. Potency, µM (titrated, usually from 45.5 µM), inactives show at the highest dose activity change, negative = inhibition, actives largely listed as inhibitors. actives 0.21% (n = 410,000). AID 624170, 2012; further: potency means the concentration at half of the fitted maximal effect; on the % scale 0 is the no-effect control and ±100 the full control effect
Target sequence (O94925 whole entry, looked up, canonical isoform): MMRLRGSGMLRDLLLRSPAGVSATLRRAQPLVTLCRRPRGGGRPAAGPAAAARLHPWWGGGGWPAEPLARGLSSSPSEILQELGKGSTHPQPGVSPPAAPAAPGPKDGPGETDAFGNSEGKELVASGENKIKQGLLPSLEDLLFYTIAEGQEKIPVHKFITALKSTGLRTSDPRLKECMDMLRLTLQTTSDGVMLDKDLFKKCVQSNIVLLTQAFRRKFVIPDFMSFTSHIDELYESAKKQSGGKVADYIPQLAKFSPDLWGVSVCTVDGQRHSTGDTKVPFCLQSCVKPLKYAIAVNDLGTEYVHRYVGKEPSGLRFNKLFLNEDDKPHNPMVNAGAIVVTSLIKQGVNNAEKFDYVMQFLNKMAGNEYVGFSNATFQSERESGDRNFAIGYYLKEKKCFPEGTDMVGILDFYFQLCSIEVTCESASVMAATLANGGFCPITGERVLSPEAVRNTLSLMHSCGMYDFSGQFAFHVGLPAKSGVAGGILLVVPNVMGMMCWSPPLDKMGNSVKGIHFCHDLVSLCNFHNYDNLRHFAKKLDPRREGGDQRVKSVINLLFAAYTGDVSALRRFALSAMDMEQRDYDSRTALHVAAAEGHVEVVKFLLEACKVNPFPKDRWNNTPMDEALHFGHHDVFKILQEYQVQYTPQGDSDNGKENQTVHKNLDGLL
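Human kidney-isoform GLS in 45 mM KH2PO4 pH 8.2, 0.02% Tween-20, with compound, started with 1mM L-Glutamine (added stock). Glutamate oxidase/HRP/Amplex red coupled fluorescence read at start and after 30 min at RT.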
TrxR1 inh: qHTS Assay for Inhibitors of Mammalian Selenoprotein Thioredoxin Reductase 1 (TrxR1): qHTS | Thioredoxin reductase 1, cytoplasmic (Rattus norvegicus), O89049 | recombinant rTrxR1, NADPH fluorescence consumption, selenite substrate | Potency, µM (top dose mostly 114 µM), for the others: at the top dose activity change, negative = inhibition, most hits filed as inhibitors | actives 1% (n = 390,000) | AID 588453, 2011; further: potency means the concentration at half of the fitted maximal effect; on the % scale 0 is the no-effect control and ±100 the full control effect; nearly all actives have a fitted effect of over 65% in size
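Rat TrxR1 (90 nM in the dispensed reagent) was pre-reduced with 400 uM NADPH for 5 min at room temperature, then incubated with compound for 15 min. After 400 uM selenite was added, NADPH fluorescence (Ex 340/Em 450 nm) was followed for 8 min.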
USP1 inh: Inhibitors of USP1/UAF1: Primary Screen. recombinant USP1/UAF1, Ub-Rhodamine cleavage fluorescence. actives 0.23% (n = 390,000). Ubiquitin carboxyl-terminal hydrolase 1 (Homo sapiens), O94782. Potency, µM (top dose mostly 57.1 µM), for the others: top-dose activity change, negative = inhibition, most hits filed as inhibitors; further: potency means the concentration at half of the fitted maximal effect; on the % scale 0 is the no-effect control and ±100 the full control effect; nearly all actives have a fitted effect of over 60% in size; inactives centre near -12
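In this screen, compounds sit with the deubiquitinase complex (1nM) for 15 min at room temperature before Ub-Rho is added at 150nM final. Fluorescence rise is then followed for 6 reads every 60 seconds.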
PI4K2A block: qHTS for small molecular inhibitors of PI4K2A; actives 0.13% (n = 420,000); Phosphatidylinositol 4-kinase type 2-alpha (Homo sapiens), Q9BTU6; AID 1346378, 2018; activity change, negative = inhibition, % at 76.9 µM; purified PI4K2A, ADP-Glo luminescence, 1 h; stronger effect = lower value; in the data active means activity change below about -50%; inconclusive means mostly about -30% to -49%;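 further: -100% = wells without enzyme as full effect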
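ADP-Glo luminescence measured ADP generated by PI4K2A enzyme (4 ug/mL before mixing) with 1.2 mM PI substrate (pre-mix) and 300 microM ATP (pre-mix). Tris pH7.5 buffer with MgCl2, Triton X-100; 1 h reaction at ambient temperature.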
HP1b binding inh: HTS for Inhibitors of HP1-beta Chromodomain Interactions with Methylated Histone Tails. Chromobox protein homolog 1 (Homo sapiens), P83916. AlphaScreen HP1-beta / biotin-H3K9me3 peptide binding. Potency, µM (titrated, usually from 114 µM), for inactives: at the highest dose activity change, negative = inhibition, usual class: inhibitors. actives 0.56% (n = 390,000). AID 540317, 2011; further: potency means the concentration at half of the fitted maximal effect; nearly all actives have a fitted effect of over 70% in size; inactives centre near 23
Target sequence (P83916 whole entry, looked up): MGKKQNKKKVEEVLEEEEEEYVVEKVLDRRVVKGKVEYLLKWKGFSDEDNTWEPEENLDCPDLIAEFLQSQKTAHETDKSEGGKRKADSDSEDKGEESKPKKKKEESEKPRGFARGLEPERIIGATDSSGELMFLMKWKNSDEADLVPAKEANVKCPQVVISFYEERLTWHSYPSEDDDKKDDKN
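Compound inhibition of the preformed complex between 50 nM HP1-beta and 50 nM biotinylated H3K9me3 peptide was read by AlphaScreen. Buffer was PBS pH 7.4 with 0.01% Tween-20. Incubations ran 30 min at room temperature, with 10 ug/mL donor/acceptor beads.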
Pin1 inh: qHTS Assay to Find Inhibitors of Pin1 | Peptidyl-prolyl cis-trans isomerase NIMA-interacting 1 (Homo sapiens), Q13526 | Pin1 FP peptide displacement, HiFluor488, 10 min | Potency, µM (series often up to 115 µM), for inactives: at the highest dose activity, negative = inhibition, actives largely listed as inhibitors | actives 0.009% (n = 390,000) | AID 504891, 2011; active means well fitted inhibition curve with a large enough effect in the polarisation, with a control signal flat, not every such curve was filed as active; inconclusive means small, poorly fitted or top-dose-only effect, or effect the other way, or a change in a side signal; inactive means no such curve, though single readings can be large or run the other way; the % refers to the polarisation; further: potency means the concentration at half of the fitted maximal effect; on the % scale 0 is the no-effect control and ±100 the full control effect
Target sequence (Q13526 whole entry, looked up): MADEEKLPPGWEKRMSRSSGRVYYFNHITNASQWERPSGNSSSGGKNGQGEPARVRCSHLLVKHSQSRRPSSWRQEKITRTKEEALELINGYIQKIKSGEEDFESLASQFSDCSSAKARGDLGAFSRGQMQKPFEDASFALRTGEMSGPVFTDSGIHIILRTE
An asterisk follows results filed as active; i = inactive; ? = inconclusive; nt = no result given; [ ] = another dose, or the depositor's remark. Unless noted, the call rests on the fitted dose curve; in most records, active means well fitted curve in the direction sought with a large enough effect; inconclusive means small, poorly fitted or top-dose-only effect, or another doubt; inactive means no such curve, though single readings can be large; an effect the other way counts as inactive or inconclusive.

No. | structure | TrxR1 substrate | PGK inhibitor | mIDH1 inhibitor | GLS inhibitor | TrxR1 inh | USP1 inh | PI4K2A block | HP1b binding inh | Pin1 inh
1 | CCOc1ccccc1NC(=O)/C(C#N)=C/c1c(C)nn(-c2ccccc2)c1Cl | 5%[57.1 µM] | -4% | 2% | ? | -5%[57.1 µM] | -9% | 2 | 12% | 0%
2 | O=C1CCc2cc(S(=O)(=O)Nc3ccc(F)cc3)cc3c2N1CC3 | 5%[57.1 µM] | 7% | -7% | 3% | 10%[57.1 µM] | -23% | -1 | 39%[activator] | -4%
3 | CC1Cc2cc(S(=O)(=O)N3CCC(C(=O)NCc4ccco4)CC3)ccc2N1C(=O)C1CCC1 (configuration not stated) | 5% | -1% | -5% | -3% | 29% | -28% | 4 | 10% | -6%
4 | COc1cccc2cc(C(=O)N3CCC(C)CC3)c(=O)oc12 | -1%[57.1 µM] | -2% | 6% | -7% | -8%[57.1 µM] | ? | 2 | 48%[activator] | -11%
5 | COc1ccc(CNC(=O)Cn2ccc3cc(S(=O)(=O)N4CCCC4)ccc32)cc1OC | 3% | -4% | -3% | 3% | 12% | -10% | 6 | 13%[57 µM] | 0%
6 | CC(Oc1ccc(Br)cc1)C(=O)N(C)CC(=O)Nc1ccc(N2CCOCC2)cc1 (configuration not stated) | -6% | 5% | 4% | 31%[activator] | -14% | -11% | -3 | 20% | -4%
7 | COc1cc2oc(=O)cc(-c3ccc(-c4ccc(O)cc4)cc3)c2c(OC)c1OC | -3% | -3% | 12% | 2% | 12% | -9% | -1 | 12% | 26%
8 | CCc1cc(=O)oc2c3c(cc(OCC(=O)NCc4ccncc4)c12)OC(C)(C)CC3 | 244%[activator] | 10% | -17% | 5% | -6% | -17% | 0 | 32%[activator] | 6%
9 | CC1(C)C[C@H](O)[C@]2(CO)[C@H](O)C[C@]3(C)C(=CCC4[C@@]5(C)CC[C@H](O)C(C)(C)C5CC[C@]43C)[C@@H]2C1 (some centres not stated) | 6% | -1% | 8% | -8% | 13%[57.1 µM] | -26% | 3 | 29% | -9%
10 | CN(C)c1ccc(NC(=O)CSc2nc(-c3ccco3)cc(C(F)(F)F)n2)cc1 | 7% | -1% | -13% | -3% | 21% | -6% | 0 | 19% | -5%
11 | O=S(=O)(c1ccc(NC(=S)Nc2ccccc2)cc1)N1CCOCC1 | -5% | -1% | -3% | 1% | -64% | -24% | -5 | 16% | 1%
12 | Cc1nc2c(C(=O)NCc3ccc4c(c3)OCO4)c[nH]n2c(=O)c1Cl | 15% | 1% | 25% | 15% | 14% | -17% | 8 | 9% | 2%
13 | COC(=O)c1ccc2c(c1)C(=O)/C(=C/c1ccc(C)cc1)O2 | -11% | -7% | 3% | -4% | -9% | -7% | 0 | 12% | 4%
14 | O=C(O)CCc1ccc(-c2ccc(Cl)cc2)n1CC(=O)O | 9% | nt | 1% | -5% | -29% | -14% | 0 | 25% | ?
15 | Cc1nc(Oc2ccccc2)c2ccsc2n1 | 2% | -7% | 2% | -3% | 8%[57.1 µM] | -13% | 3 | 53%[activator] | -4%
16 | CC(C)(C)c1[nH]nc2c1C(c1ccccc1OC(=O)N1CCOCC1)C(C#N)=C(N)O2 (configuration not stated) | -2% | nt | 0% | 33%[activator] | -12% | -11% | -5 | 43%[activator] | -10%
17 | C[C@H]1CCC[C@@]2(O[C@@H](CCO)C[C@H](O)[C@H]2O)O1 | 6% | 5% | -11% | -5% | 16% | -22% | -1 | 27% | -3%
18 | CC(C)CN1CCN(Cc2cccn2-c2ccccn2)CC1CCO (configuration not stated) | 6% | i | 0% | 4% | 20% | -26% | -3 | 21% | 4%
19 | CC(=O)c1ccc2noc(-c3cccc(F)c3)c2c1 | -21%[57.1 µM] | -6% | 2% | -16% | -61% | -20% | -2 | 33% | -1%
20 | O=C(Nc1cccc2ccccc12)NC1Cc2ccccc2C1 | 12%[57.1 µM] | 10% | 2% | 4% | 19%[11.4 µM] | ? | 10 | 30% | 4%
21 | CCOc1ccc(-n2c(-c3ccc(C)cc3)nc3c(cnn3-c3ccccc3)c2=O)cc1 | 6% | -9% | 2% | 2% | 20% | -16% | -4 | -4% | 2%
22 | CCOC(=O)C1C(=O)OC(C)(C)C1C(C)C(=O)c1ccc(C)cc1 (configuration not stated) | -9% | -9% | 6% | 4% | -5% | 2% | 1 | 22% | -1%
23 | COc1ccc(CN(Cc2ccccc2)C(C)=O)cc1COc1ccc(NC(C)=O)cc1 | -6% | nt | nt | nt | -10% | nt | nt | 36% | -4%
24 | CC(C)c1ccc(OCC(=O)Nc2cccc3c2CCCC3)cc1 | -7% | -6% | -6% | 0% | -4% | ? | 0 | 88% | -4%
25 | O=C(CSc1nc(-c2ccccc2F)nc2cc(=O)[nH]n12)Nc1cccc(C(F)(F)F)c1 | 5%[57.1 µM] | -7% | -10% | -11% | 23%[57.1 µM] | -14% | 4 | -20% | 1%
26 | COC(=O)c1c(NC(=O)C2c3ccccc3Oc3ccccc32)sc2c1CCC(C(C)(C)C)C2 (configuration not stated) | -1% | -3% | 0% | -19% | 13% | -15% | -9 | 1% | 4%
27 | COc1ccc(C(=O)C2CCCN(C(=O)c3cc4nc(C)cc(C)n4n3)C2)cc1F (configuration not stated) | 8%[57.1 µM] | -3% | 7% | 0% | 13%[57.1 µM] | -12% | 1 | -17% | -5%
28 | Cc1cccc(NC(=O)CSCC(=O)Nc2ccc(N3CCOCC3)cc2N2CCOCC2)c1 | 0% | i | 2% | 9% | 27% | -14% | -3 | 24% | -5%
29 | CC(C)On1c(SCC(=O)N(C)C)nc2ccccc2c1=O | 0% | -11% | 6% | -1% | 12% | -19% | -4 | 24% | 13%
30 | Cn1nnc(NC(=S)NC(=O)c2ccccc2)n1 | 4%[57.1 µM] | i | 5% | -21% | -15%[57.1 µM] | -13% | -1 | 71µM* | -6%

4 structures out of the list, ordered by formula weight, rising.
No. | structure | TrxR1 substrate | PGK inhibitor | mIDH1 inhibitor | GLS inhibitor | TrxR1 inh | USP1 inh | PI4K2A block | HP1b binding inh | Pin1 inh
13 | COC(=O)c1ccc2c(c1)C(=O)/C(=C/c1ccc(C)cc1)O2 | -11% | -7% | 3% | -4% | -9% | -7% | 0 | 12% | 4%
24 | CC(C)c1ccc(OCC(=O)Nc2cccc3c2CCCC3)cc1 | -7% | -6% | -6% | 0% | -4% | ? | 0 | 88% | -4%
18 | CC(C)CN1CCN(Cc2cccn2-c2ccccn2)CC1CCO (configuration not stated) | 6% | i | 0% | 4% | 20% | -26% | -3 | 21% | 4%
21 | CCOc1ccc(-n2c(-c3ccc(C)cc3)nc3c(cnn3-c3ccccc3)c2=O)cc1 | 6% | -9% | 2% | 2% | 20% | -16% | -4 | -4% | 2%

Carrying on.
No. | structure | TrxR1 substrate | PGK inhibitor | mIDH1 inhibitor | GLS inhibitor | TrxR1 inh | USP1 inh | PI4K2A block | HP1b binding inh | Pin1 inh
31 | COc1ccc(CNC(=O)Cc2ccc(OC)c(S(=O)(=O)N3CCOCC3)c2)cc1 | -10% | i | 3% | -14% | -5% | -9% | 2 | 54% | -17%
32 | CC1CC(=O)C2=C(C1)Nc1ccccc1N=C2 (configuration not stated) | 2% | -13% | 6% | 5% | 7% | -1% | 6 | 11% | -1%
33 | COc1ccc(N(C)S(=O)(=O)c2cccc(C(=O)Nc3cc(OC)ccc3OC)c2)cc1 | 3%[57.1 µM] | -4% | 6% | -8% | 21% | -6% | -1 | 33% | 11%
34 | CCOC(=O)C1CCCCN1C(=O)/C(=C/c1ccc(OC)cc1)c1ccc(OC)c(OC)c1 (configuration not stated) | 0% | 9% | -3% | -1% | 16% | -27% | 1 | 22% | ?
35 | COc1ccccc1NS(=O)(=O)c1ccc(C)c(NC(=O)c2c(C)noc2C)c1 | 8% | -8% | 10% | 4% | 43%[activator] | -7% | -7 | 9% | 5%
36 | CCOc1ccc(NC(=O)CN2C(=O)C(c3ccccc3)=NC23CCCCCC3)cc1 | -4% | nt | nt | 4% | 16% | -28% | -3 | 74%[activator] | 2%
37 | CCc1ccc(Nc2cc(C)nc3nc(C)nn23)cc1 | 10%[57.1 µM] | -8% | -7% | 3% | 17%[57.1 µM] | -9% | -3 | 8% | 1%
38 | CCC(C(=O)OCC(=O)Nc1ccc(SC(F)F)cc1)c1ccccc1 (configuration not stated) | -8% | -3% | 7% | -5% | 14% | -24% | 9 | 66%[activator] | 2%

An excerpt; the hit share may differ from the screen's.
